NOD1 inhibition: NOD1 signaling inhibitors, primary screen, cell-based, luminescence, uHTS (AID 1578). actives 1% (n = 290,000). inhibition, % at 4 µM, or EC50 in µM where a hit was titrated. NOD1-driven NF-kB luciferase reporter cells, luminescence; higher % means a stronger effect; in the data active = inhibition mostly above about 36%, no sharp cut-off; inactive = mostly below about 34%;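 also: HEK-293T reporter cells stimulated with the NOD1 agonist gamma-tri-DAP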
GPR55 activation: GPR55 agonists via beta-arrestin recruitment, primary screen, imaging, U2OS cells, beta-arrestin-GFP redistribution (AID 1961); activation, % at 10 µM; hits with a dose series show EC50 in µM; U2OS GPR55 beta-arrestin-GFP redistribution imaging; higher % means a stronger effect; G-protein coupled receptor 55 (Homo sapiens); actives 0.048% (n = 290,000);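 active = activation above 40% with more than 50 cells counted in the well; inconclusive = wells holding fewer than 50 cells, flagged as toxic or sparse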;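 also: U2OS osteosarcoma cells stably expressing GPR55 and beta-arrestin-GFP; plate controls were DMSO negative control for no effect and LPI positive control for full effect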
KOR beta-arrestin-1: KOR agonists, beta-arrestin recruitment, primary screen, cell-based, luminescence, uHTS (AID 1777) | Kappa-type opioid receptor (Homo sapiens) | KOR beta-arrestin recruitment, luminescence; higher % means a stronger effect | activation, % at 10 µM; hits with a dose series show EC50 in µM | actives 0.02% (n = 280,000); in the data active = activation above about 50%, passing the limit was not always enough; also: a part of the inactive calls stands beside numbers as strong as those of hits
KOR beta-arrestin-2: KOR antagonists, beta-arrestin recruitment, cell-based, luminescence, uHTS (AID 1778) | actives 0.091% (n = 290,000) | Kappa-type opioid receptor (Homo sapiens) | KOR beta-arrestin recruitment, luminescence, antagonist mode; higher % means a stronger effect | inhibition, % at 10 µM, or IC50 in µM where a hit was titrated; also: strong numbers were not always called active
AID2073: inhibitors of Mint1-CaV2.2 protein interaction, biochemical, HTRF (AID 2073); Voltage-dependent N-type calcium channel subunit alpha-1B (Homo sapiens); HTRF protein-protein interaction, Mint1-CaV2.2; higher % means a stronger effect; inhibition, % at 20 µM; hits with a dose series show IC50 in µM; actives 0.19% (n = 290,000); in the data active = inhibition mostly above about 51%, no sharp cut-off; inconclusive = no clear call, values can overlap the other calls; inactive = mostly below about 53%; also: some results filed as inactive read as strong as hits
NOD2 inhibition: NOD2 signaling inhibitors, cell-based, luminescence, uHTS, HEK293 (AID 1566); HEK293 NOD2/NF-kB luciferase reporter, luminescence; higher % means a stronger effect; inhibition, % at 4 µM; hits with a dose series show EC50 in µM; actives 0.63% (n = 290,000); also: many of its hits are not listed in these tables
P. falciparum M1AAP: P. falciparum M1AAP inhibitors, biochemical, fluorogenic H-Leu-NHMec substrate, 1536-well (AID 1445). Aminopeptidase N (Plasmodium falciparum (isolate 3D7)). recombinant M1AAP, H-Leu-NHMec fluorogenic kinetic assay; higher % means a stronger effect. inhibition, % at 30 µM, or IC50 in µM where a hit was titrated. actives 0.42% (n = 220,000);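 active = primary inhibition above the hit cutoff, then over 50% inhibition at one or more dose response concentrations, cut at about 23% in these data, passing the limit was not always enough; inconclusive = conflicting primary data, or primary hits not chosen for dose response; inactive = low primary inhibition, or under 50% at every dose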;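 also: plate controls were DMSO full reaction for no effect and no enzyme background for full effect; strong numbers were not always called active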
Dynein cargo inh: inhibitors of GR-EGFP nuclear translocation, primary screen, dynein cargo transport inhibitor project, imaging, high-content, 3617.4 mouse cells | actives 0.47% (n = 220,000) | test concentration mostly 20 µM; stimulated with dexamethasone, 1 µM; hits give low values | z-score, hits read low;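 active = plate z-score of nuclear minus cytoplasmic receptor signal below a set negative limit, without overly bright fluorescence or cell loss, cut at about -3.5 in these data, passing the limit was not always enough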;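 also: z-score of nuclear minus cytoplasmic ring GR-EGFP intensity difference per well; some compounds called inactive have numbers as strong as hits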
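Buffer or medium: tet-free, stripped-serum medium; reagent: dexamethasone at 1.0 µM final, 30 min; incubation: 48 h induction, 1 h compound, 30 min dex at 37 °C; measured by: formaldehyde fixation, Hoechst nuclear stain, 10x automated fluorescence imaging; read-out: nuclear-to-cytoplasmic GR-EGFP distribution per well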
P. falciparum M17LAP: P. falciparum M17LAP inhibitors, primary screen, biochemical, fluorogenic H-Leu-NHMec substrate, 1536-well (AID 1619); recombinant M17LAP, H-Leu-NHMec fluorogenic kinetic assay; higher % means a stronger effect; inhibition, % at 30 µM, or IC50 in µM where a hit was titrated; Leucine aminopeptidase (Plasmodium falciparum (isolate 3D7)); actives 0.38% (n = 220,000);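 active = compound inhibiting the enzyme by more than half at any dose during confirmatory dose-response retesting; inconclusive = strong single-dose inhibitors picked by rank but not retested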;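 also: plate controls were full reaction with DMSO carrier for no effect and no enzyme background for full effect; strong numbers were not always called active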
Dynein cargo inh cytoplasmic EGFP: second read-out of Dynein cargo inh, no call of its own (marks repeat the call); z-score; measured here: cytoplasmic GR-EGFP intensity; hits give high values
Dynein cargo inh nuclear GR-EGFP: recorded beside Dynein cargo inh, whose call it bears; z-score; measured here: nuclear GR-EGFP intensity;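 lower value marks the stronger effect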
Dynein cargo inh cell count: also measured in Dynein cargo inh; calls as there; z-score; measured here: cell count per field
The depositor's hits bear a star; ? = inconclusive; nt = no result given; [ ] = another dose, or the depositor's remark. Rule as the data show it, unless noted: active = inhibition above about 50%; inactive = the rest. An excerpt; the hit share may differ from the screen's.

1: O=C(O)c1ccccc1C(=O)c1ccc(Sc2ccc(Cl)cc2)c([N+](=O)[O-])c1
2: O=C(Cc1ncc(C(F)(F)F)cc1Cl)NNc1cccc(F)n1
3: CC(OC(=O)c1cc(=O)[nH]c2ccccc12)c1ccccc1 (centres undefined)
4: Cc1cccc(-n2cnc3c(sc4nc(N5CCOCC5)c5c(c43)CCCC5)c2=O)c1
5: Cc1ccn2c(NC3CCCC3)c(-c3ccsc3)nc2c1
6: CCNC(=O)n1cc(-n2cncn2)c(-c2ccc(Cl)cc2)n1
7: Cc1ccc(C(=O)C2=C(O)C(=O)N(CCCN3CCOCC3)C23C(=O)N(C)c2ccccc23)o1 (centres undefined)
8: CCN(CC)S(=O)(=O)c1ccc(/C=C/C(=O)OCC(=O)NCc2ccc3c(c2)OCO3)cc1
assay / entry	1	2	3	4	5	6	7	8
NOD1 inhibition	-9%	1%	-28%	7%	-1%	-41%	11%	-7%
GPR55 activation	0.2%	0.5%	0.0%	-0.2%	0.3%	0.1%	0.0%	-0.3%
KOR beta-arrestin-1	4.1%	-2.8%	-0.2%	0.3%	7.0%	-8.7%	-0.4%	-0.3%
KOR beta-arrestin-2	-7%	1%	29%	-9%	-35%	9%	32%	-42%
AID2073	14%	-1%	-1%	30%	33%	7%	3%	-1%
NOD2 inhibition	20%	16%	-12%	38%	16%	-2%	4%	12%
P. falciparum M1AAP	18%	nt	1%	6%	8%	8%	-1%	4%
Dynein cargo inh	-0.73	nt	1.1	-0.068	-1.9	0.068	-0.26	-0.46
Dynein cargo inh cytoplasmic EGFP	-0.27	nt	-0.23	-0.27	1.5	-0.27	-0.18	-0.32
Dynein cargo inh nuclear GR-EGFP	-0.41	nt	0.57	-0.083	-0.91	-0.051	-0.13	0.016
Dynein cargo inh cell count	0.88	nt	-0.8	-0.042	0.04	0.53	-0.092	-0.29
P. falciparum M17LAP	22%	nt	4%	0%	-4%	15%	8%	4%

9: Cc1ccc(S(=O)(=O)N2CCN(c3ccc(C(F)(F)F)cc3[N+](=O)[O-])CC2)cc1
10: Cc1cc(=O)n2c(n1)NC(Nc1cccc(C)c1C)=NC2c1ccccc1 (centres undefined)
11: CCOC(=O)CN(Cc1ccc(OC)c(OC)c1)S(=O)(=O)c1ccc(OC)cc1
12: CC(=O)N1CCC(N(C(=O)Nc2ccc(Cl)cc2)C(C)C)CC1
13: CCOC(CCNC(=O)c1cn(CCOC)c(=O)c2c1c1ccccc1n2C)OCC
14: Cc1ccc(/C=C2\Oc3c(ccc(O)c3CN3CCN(C)CC3)C2=O)cc1
15: CCC(=O)NCCc1nc2cc(NC(=O)Nc3ccccc3)ccc2n1C
16: COc1cccc(/C=N/NC(=O)C(=O)N2CCCCCC2)c1O
assay / entry	9	10	11	12	13	14	15	16
NOD1 inhibition	44%	-5%	5%	-3%	-2%	-16%	0%	-15%
GPR55 activation	-0.1%	0.2%	0.0%	-0.3%	-0.1%	1.4%	-0.1%	0.3%
KOR beta-arrestin-1	1.6%	0.4%	-5.0%	-2.7%	-2.1%	-3.7%	-3.1%	-0.6%
KOR beta-arrestin-2	3%	-20%	3%	-13%	23%	20%	0%	-1%
AID2073	-1%	-4%	-4%	-2%	0%	?	7%	2%
NOD2 inhibition	24%	-6%	22%	-10%	6%	16%	-24%	-8%
P. falciparum M1AAP	-3%	13%	2%	-2%	nt	9%	nt	nt
Dynein cargo inh	0.065	0.1	-0.37	-0.77	nt	-0.37	nt	nt
Dynein cargo inh cytoplasmic EGFP	-0.15	-0.28	-0.028	-0.25	nt	-0.14	nt	nt
Dynein cargo inh nuclear GR-EGFP	-0.11	0.17	0.035	0.35	nt	-0.14	nt	nt
Dynein cargo inh cell count	-0.59	0.18	0.67	0.43	nt	-0.31	nt	nt
P. falciparum M17LAP	3%	12%	-13%	-4%	nt	-18%	nt	nt

17: Cc1csc(Nc2nc(N)c(C(=O)Nc3cc(Cl)ccc3F)o2)n1
18: Clc1cccc(CSc2nccn2-c2ccccc2)c1
19: Cc1ccc(SCCN2CCC(NC(=O)OCc3ccccc3)CCC2=O)cc1 (centres undefined)
20: Cc1ccc(S(=O)(=O)N2CCN(C(=O)C3CCCCC3)CC2)cc1
21: CC(C)(O)CNC(=O)C(Cc1ccccc1)N1C(=O)c2ccccc2C1=O (centres undefined)
22: CCCCN(C)C(=O)c1nc2ccccn2c1CNCCCn1ncc2ccccc21
23: Cc1ccc2nc(-c3cccc(N)c3)[nH]c2c1
24: COc1cccc(CNC(=O)C2(C)Oc3ccccc3NC2=O)c1 (centres undefined)
assay / entry	17	18	19	20	21	22	23	24
NOD1 inhibition	-6%	-15%	9%	6%	2%	-10%	-37%	8%
GPR55 activation	-0.1%	0.0%	-0.3%	0.8%	-0.1%	0.0%	0.3%	-0.2%
KOR beta-arrestin-1	-5.5%	5.2%	1.0%	-4.4%	-1.0%	4.5%	1.9%	-7.9%
KOR beta-arrestin-2	-6%	-17%	-36%[20 µM]	22%	20%	18%	24%	-24%
AID2073	?	1%	13%	3%	0%	-7%	12%	13%
NOD2 inhibition	29%	-52%	14%	20%	0%	-12%	-87%	9%
P. falciparum M1AAP	nt	8%	nt	12%	nt	6%	14%	0%
Dynein cargo inh	nt	0.12	nt	-0.52	nt	-1.2	-0.41	0.67
Dynein cargo inh cytoplasmic EGFP	nt	-0.22	nt	-0.23	nt	-0.24	0.0083	-0.21
Dynein cargo inh nuclear GR-EGFP	nt	-0.66	nt	0.2	nt	-0.68	-0.04	0.33
Dynein cargo inh cell count	nt	0.13	nt	0.24	nt	1.7	-0.46	-0.83
P. falciparum M17LAP	nt	9%	nt	-13%	nt	-2%	-54%	-2%

25: CCCCc1nc(SCc2ccc([N+](=O)[O-])cc2)n[nH]1
26: O=C(O)c1ccc(S(=O)(=O)Nc2ccc(O)c(Sc3nc4ccccc4s3)c2)cc1
27: O=C(OCc1nnc(-c2ccc(Cl)cc2)o1)c1ccc(=O)n(Cc2ccccc2)n1
28: CC1CCCCN1C(=O)C(=O)c1cn(CC(=O)N2CCCCCC2)c2ccccc12 (centres undefined)
29: CCOC(=O)c1cccc(-n2c(C)cc(C=O)c2C)c1
30: COc1ccc(NCc2ccccc2[N+](=O)[O-])cc1OC
31: COc1ccc(CCNC(=O)C2CC(c3ccccc3F)=NO2)cc1 (centres undefined)
32: Cc1cc(S(=O)(=O)Nc2cccnc2)c(C)s1
assay / entry	25	26	27	28	29	30	31	32
NOD1 inhibition	-40%	-38%	-29%	-21%	-22%	-3%	-9%	-21%
GPR55 activation	-0.1%	-0.1%	0.2%	-0.2%	-0.3%	0.0%	-0.2%	0.3%
KOR beta-arrestin-1	-1.4%	2.0%	-3.2%	4.1%	2.1%	9.5%	-4.5%	21%
KOR beta-arrestin-2	-34%[20 µM]	-4%	20%	-6%	2%	18%	34%	0%
AID2073	-4%	13%	7%	14%	7%	39%	-1%	9%
NOD2 inhibition	8%	0%	-11%	-4%	8%	21%	-6%	20%
P. falciparum M1AAP	-2%	104µM*	5%	nt	0%	3%	-1%	14%
Dynein cargo inh	-0.99	-0.72	0.3	nt	-0.055	-0.63	0.081	0.25
Dynein cargo inh cytoplasmic EGFP	-0.19	-0.22	-0.21	nt	-0.21	-0.28	-0.85	-0.23
Dynein cargo inh nuclear GR-EGFP	-0.64	-0.3	0.14	nt	0.11	-0.61	0.088	0.49
Dynein cargo inh cell count	0.38	0.76	1.8	nt	0.7	0.11	0.23	-0.64
P. falciparum M17LAP	14%	41%	-11%	nt	1%	0%	9%	16%

Entries of single compounds as entered above. Order of screens: NOD1 inhibition	GPR55 activation	KOR beta-arrestin-1	KOR beta-arrestin-2	AID2073	NOD2 inhibition	P. falciparum M1AAP	Dynein cargo inh	Dynein cargo inh cytoplasmic EGFP	Dynein cargo inh nuclear GR-EGFP	Dynein cargo inh cell count	P. falciparum M17LAP
Cc1cc(S(=O)(=O)Nc2cccnc2)c(C)s1 is entered as -21%	0.3%	21%	0%	9%	20%	14%	0.25	-0.23	0.49	-0.64	16%
CCOC(=O)c1cccc(-n2c(C)cc(C=O)c2C)c1 is entered as -22%	-0.3%	2.1%	2%	7%	8%	0%	-0.055	-0.21	0.11	0.7	1%
CC1CCCCN1C(=O)C(=O)c1cn(CC(=O)N2CCCCCC2)c2ccccc12 (centres undefined) is entered as -21%	-0.2%	4.1%	-6%	14%	-4%	nt	nt	nt	nt	nt	nt
CCCCc1nc(SCc2ccc([N+](=O)[O-])cc2)n[nH]1 is entered as -40%	-0.1%	-1.4%	-34%[20 µM]	-4%	8%	-2%	-0.99	-0.19	-0.64	0.38	14%
O=C(OCc1nnc(-c2ccc(Cl)cc2)o1)c1ccc(=O)n(Cc2ccccc2)n1 is entered as -29%	0.2%	-3.2%	20%	7%	-11%	5%	0.3	-0.21	0.14	1.8	-11%

(cont.)
33: Cc1ccc(C(=O)N/C(=C\c2cn(S(=O)(=O)N(C)C)c3ccccc23)C(=O)NCCCN2CCOCC2)cc1
34: C=CCN(CC=C)C(=S)NC(=O)/C=C/c1ccccc1
35: COc1cc(OC)cc(C(=O)Nc2sc3c(c2C(N)=O)CCC3)c1
36: CCC(=O)Nc1sc2c(c1C(=O)N(C)C)CCCCC2
assay / entry	33	34	35	36
NOD1 inhibition	-34%	-16%	-46%	-18%
GPR55 activation	-0.2%	1.3%	0.2%	0.1%
KOR beta-arrestin-1	-3.6%	3.4%	-4.5%	-4.9%
KOR beta-arrestin-2	-40%	-27%	24%	9%
AID2073	7%	-8%	43%	2%
NOD2 inhibition	23%	7%	-1%	12%
P. falciparum M1AAP	nt	0%	nt	11%
Dynein cargo inh	nt	0.008	nt	-1.4
Dynein cargo inh cytoplasmic EGFP	nt	-0.2	nt	11
Dynein cargo inh nuclear GR-EGFP	nt	0.13	nt	1.2
Dynein cargo inh cell count	nt	-0.6	nt	-0.11
P. falciparum M17LAP	nt	13%	nt	2%

Screening results deposited in PubChem BioAssay by several laboratories.
